# ANO1 activ: activators or potentiators of mouse TMEM16A chloride channel. Q8BHY3. HEK293 TMEM16A/YFP-H148Q/I152L, iodide quench fluorescence; stronger effect = lower value. hit rate 0.3% among 340,000. B-score at 10 µM;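 active = fluorescence-ratio B-score plate-corrected deviation score at least 3 library SD below zero, with starting fluorescence score within 5 deviations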;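 also: channel opened by trigger with iodide after compound preincubation; score built on the fluorescence ratio of max minus min over baseline; more negative score means more quench and so TMEM16A activation or potentiation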
# TMEM16A inh: blocks the mouse calcium-activated chloride channel TMEM16A; normalized B-score (activity score, 25-100; higher = stronger inhibition) at 10 µM; AID 588511; Q8BHY3; HEK293 TMEM16A/YFP iodide influx fluorescence, ionomycin; hit rate 1.2% among 310,000;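 active = ratio plate-corrected score three or more library SD toward inhibition, starting fluorescence score within five deviations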;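 also: score derived from kinetic fluorescence span divided by baseline fluorescence per well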
# TRPC4 PAM: allosterically enhances the mouse TRPC4 cation channel | Q9QUQ5 | HEK293 TRPC4beta/mu-opioid, DAMGO EC20, Fluo-4 Ca2+ flux; stronger effect = higher value | B-score at 10 µM | hit rate 0.42% among 310,000 | AID 2227;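 active = B-score of calcium response area above 5 SD of library B-scores, with initial fluorescence ratio within 5 SD of library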;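 also: B-score of integrated fluorescence ratio over time as area under calcium response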
# Target sequence (Q9QUQ5 whole entry, looked up): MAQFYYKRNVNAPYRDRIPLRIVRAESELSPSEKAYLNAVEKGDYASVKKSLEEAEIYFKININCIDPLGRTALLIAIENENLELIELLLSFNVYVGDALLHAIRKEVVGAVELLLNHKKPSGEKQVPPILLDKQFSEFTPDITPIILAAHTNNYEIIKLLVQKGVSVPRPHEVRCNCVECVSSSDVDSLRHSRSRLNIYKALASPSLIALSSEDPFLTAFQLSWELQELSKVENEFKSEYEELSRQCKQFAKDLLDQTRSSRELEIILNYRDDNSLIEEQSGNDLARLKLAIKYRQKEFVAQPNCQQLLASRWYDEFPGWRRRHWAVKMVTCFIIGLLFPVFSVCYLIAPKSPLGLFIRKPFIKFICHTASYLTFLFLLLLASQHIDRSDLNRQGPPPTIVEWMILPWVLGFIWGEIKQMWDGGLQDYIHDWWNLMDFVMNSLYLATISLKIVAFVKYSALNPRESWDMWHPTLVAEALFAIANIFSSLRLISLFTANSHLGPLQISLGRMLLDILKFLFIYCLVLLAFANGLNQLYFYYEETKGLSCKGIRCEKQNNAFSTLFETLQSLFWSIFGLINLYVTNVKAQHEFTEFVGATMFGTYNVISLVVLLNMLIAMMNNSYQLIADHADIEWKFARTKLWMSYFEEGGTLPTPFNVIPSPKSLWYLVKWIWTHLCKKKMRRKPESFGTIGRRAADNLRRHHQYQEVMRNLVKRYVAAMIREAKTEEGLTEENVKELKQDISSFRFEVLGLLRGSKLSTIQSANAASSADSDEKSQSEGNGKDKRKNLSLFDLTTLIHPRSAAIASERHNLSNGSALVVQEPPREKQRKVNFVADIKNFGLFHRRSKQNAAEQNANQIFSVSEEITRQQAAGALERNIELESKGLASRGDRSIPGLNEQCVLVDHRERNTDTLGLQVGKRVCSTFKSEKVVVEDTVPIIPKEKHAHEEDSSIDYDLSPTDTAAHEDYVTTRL
# TRPC6 inhibitor: mouse TRPC6 channel inhibition | Q61143 | HEK293-TRPC6, membrane potential dye, ACh-evoked depolarization; stronger effect = lower value | B-score at 10 µM | hit rate 1.1% among 310,000 | AID 2553;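 active = B-score under library mean minus 3 SD, initial fluorescence not abnormally high, positive integrated signal ratio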;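 also: B-score derived from integrated fluorescence ratio over the kinetic read; more negative B-score means stronger inhibition of depolarization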
# TRPC6 act: mouse TRPC6 channel activation; Q61143; HEK293-TRPC6 membrane potential dye fluorescence; stronger effect = higher value; B-score at 10 µM; hit rate 0.13% among 310,000; AID 2550;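 active = B-score of the integrated fluorescence ratio above library mean plus 3 SD, and starting fluorescence ratio within library mean plus 5 SD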;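 also: higher score means more depolarization so channel activation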
# TRPC4 block: inhibitors of mouse TRPC4 channel | Q9QUQ5 | HEK293 TRPC4beta/mu-opioid, DAMGO-evoked Fluo4 calcium flux; stronger effect = lower value | B-score at 10 µM | hit rate 0.39% among 300,000 | AID 2247;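 active = B-score over 3 SD under the library average, no early fluorescence shift, positive overall ratio signal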
#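 Test system – stable TRPC4beta/mu-opioid receptor HEK293 cells · Probe or stimulus – DAMGO, a submaximal dose followed by a maximal one · Dosing – one concentration per compound · Signal – Fluo4 calcium fluorescence by kinetic imaging, 5 s 1 Hz baseline · Evaluation – per-well B score of integrated baseline-normalized Fluo4 ratio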
# MrgX1 antag: blocks BAM8-22 activation of human MrgX1 receptor; AID 588676; hit rate 1.3% among 310,000; B-score at 10 µM; Q96LB2; MRGX1-HEK293 calcium flux, Fluo-4, BAM8-22 antagonism; stronger effect = lower value;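 active = calcium-response B-score plate-corrected more than 3 library SD below zero, starting fluorescence within 5 deviations, no agonist response on first addition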;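 also: peak minus trough fluorescence over baseline after final BAM8-22 challenge near maximal dose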
# SKKanGAS inh: blocks kanamycin growth of S. pyogenes SKKanGAS strain. BacTiter-Glo, 6 h. inhibition, % at 7.5 µM. hit rate 1.3% among 300,000. AID 1662;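 active = mean replicate score, as percent of positive control median, at least 50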;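 also: strain carries kanamycin resistance gene driven by streptokinase promoter and grows in 40 µg/ml kanamycin; loss of luminescence reflects streptokinase promoter inhibition or plain growth inhibition; 0% = median of DMSO wells and 100% = positive control at its reference dose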
# TRPC4 act: TRPC4 (mouse) channel activation | B-score at 10 µM | Q9QUQ5 | hit rate 0.49% among 310,000 | HEK293 TRPC4beta/mu-opioid, Fluo4 calcium fluorescence; stronger effect = higher value;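 active = B-score above 5 SD of library B-scores, and initial fluorescence ratio not above library mean plus 5 SD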;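 also: positive B-score marks a calcium rise read as TRPC4 activation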
#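 Assay system: HEK293 cells stably co-expressing mouse TRPC4beta and mu-opioid receptor / Timing: Fluo4 dye loading 45 min at room temperature, 110 s recording / Signal: Fluo4 calcium-sensitive dye fluorescence, kinetic, 1 Hz baseline / Read-out: integrated baseline-normalised fluorescence ratio, converted to per-well B score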
# MrgX1 allo act: allosterically activates human MrgX1 receptor signaling | hit rate 0.63% among 310,000 | Q96LB2 | AID 588675 | MrgX1-HEK293, Fluo-4 calcium flux, FDSS; stronger effect = higher value | B-score at 10 µM;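 active = plate-corrected calcium response at least 3 library SD above typical, normal starting fluorescence, not activating the receptor alone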;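 also: compound read alongside a low EC10 to EC30 dose of BAM8-22 agonist; peak minus trough fluorescence over baseline measured at the second addition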
# MrgX1 ag: human MrgX1 receptor agonism, primary screen | MrgX1-HEK293 cells, Fluo-4 calcium fluorescence, agonist mode; stronger effect = higher value | B-score at 10 µM | hit rate 0.44% among 310,000 | Q96LB2 | AID 588627;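 active = calcium response B-score plate-corrected fluorescence ratio at least 3 library SD, with starting fluorescence B-score inside 5 SD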
#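 Material – MrgX1-expressing HEK293 cells · Input – 15,000 cells seeded per well · Dosing – compound as first of three additions · Times – overnight seeding, then 1 h dark dye loading · Measured by – kinetic Fluo-4 NW fluorescence of intracellular calcium · Read-out – B-scored fluorescence response ratio · Benchmarks – positive and negative control wells on each plate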
# * marks the source's active call; other numbers are inactive results; i = inactive; / = not tested or not shown. Compounds as they come, and some 6.7% of all compounds hit somewhere here.
# Under each structure – ANO1 activ, TMEM16A inh, TRPC4 PAM, TRPC6 inhibitor, TRPC6 act, TRPC4 block, MrgX1 antag, SKKanGAS inh, TRPC4 act, MrgX1 allo act, MrgX1 ag
CCc1ccc(O)c(CNCCNCc2cc(CC)ccc2O)c1
  i, i, i, i, i, i, i, 11, i, i, i
O=C(c1cccs1)n1nc(-c2cccnc2)nc1NCc1ccco1
  i, /, i, i, i, i, /, 5, i, /, /
COc1ccc(-c2oc3ncn(Cc4ccco4)c(=N)c3c2-c2ccc(OC)cc2)cc1
  i, i, i, i, i, i, i, 55*, i, i, i
O=C(Cc1cccs1)N/N=C/C=C/c1ccccc1[N+](=O)[O-]
  i, i, i, i, i, i, i, -5, i, i, i
CN(C)c1ccc(-c2nnc(-c3ccc(S(=O)(=O)C(F)F)cc3)o2)cc1
  i, i, i, i, i, i, i, 0, i, i, i
CNC(=O)COc1ccc(-c2nn(C)c(=O)c3ccccc23)cc1
  i, i, i, i, i, i, i, 5, i, i, i
CCOc1ccccc1N1CCN(C(=O)Cc2ccc(S(=O)(=O)N3CCOCC3)s2)CC1
  i, i, i, i, i, i, i, -5, i, i, i
CCCNC(=O)CCNC(=O)c1ccc(C(C)(C)C)cc1
  i, i, i, i, i, i, i, 0, i, i, i
COc1ccc(NC(=O)Nc2cc(C)ccc2F)cc1OC
  i, i, i, i, i, i, i, -19, i, i, i
CC(C(=O)Nc1ccc2c(c1)OCO2)N1CCN(C)CC1 (stereo unspecified)
  i, i, i, i, i, i, i, -7, i, i, i
COc1ccc2nc(NC(=O)CS(=O)(=O)Cc3ccccc3)sc2c1
  i, i, i, i, i, i, i, -6, i, i, i
Cc1nc2c(c(=O)n1CCC(C)C)c1nc3ccccc3nc1n2Cc1ccc2c(c1)OCO2
  /, i, i, i, i, i, i, 9, i, i, i
O=C(c1cc2c(s1)CCCC2)N1CCN(C(=O)C2CCCO2)CC1 (stereo unspecified)
  i, i, i, i, i, i, i, -2, i, i, i
CC(C)(C)c1ccc(-n2ncc3c2CCCC3NC(=O)c2ccncc2)cc1 (stereo unspecified)
  i, i, i, i, i, i, i, 2, i, i, i
Cc1cccc(NC(=O)CSc2nc3c(c(=O)[nH]2)CCC3)c1C
  i, i, i, i, i, i, i, 8, i, i, i
O=S(=O)(Nc1ccc(-c2cn3c(n2)SCC3)cc1)c1ccccc1F
  i, i, i, i, i, i, i, 16, i, i, i
C=CCn1c(SCc2csc(C)n2)nc2scc(-c3ccc(C)o3)c2c1=O
  i, i, i, i, i, i, i, 20, i, i, i
COc1cc(C(=O)CCN2CCC(c3ccccc3)C2)cc(OC)c1OC (stereo unspecified)
  i, i, i, i, i, i, i, -8, i, i, i
CCOc1ccccc1C(C(=O)NCCOC)N(CCOC)C(=O)Cn1nnc2ccccc21 (stereo unspecified)
  i, i, i, i, i, i, i, 2, i, i, i
COc1cc(/C=N/NC(=O)c2ccncc2)ccc1OC(=O)c1cc(OC)c(OC)c(OC)c1
  i, i, i, i, i, i, i, 7, i, i, i
CCn1cc(/C=C/C(=O)Nc2ccn(Cc3c(F)c(F)cc(F)c3F)n2)cn1
  i, i, i, i, i, i, i, -12, i, i, i
NC(=O)C1=C[C@H](c2ccc(Br)cc2)C[C@H](OCc2ccc(CO)cc2)O1
  i, i, i, i, i, i, i, -5, i, i, i
COc1ccc(N2CCCn3c2nc2c3c(=O)n(CCCc3ccccc3)c(=O)n2C)cc1
  /, i, i, i, i, i, i, 5, i, i, i
CC1(C)CC(N2CCOCC2)=CC(=[N+]2CCOCC2)C1
  i, i, i, i, i, i, i, -14, i, i, i
Cc1ccc(N(CCCCN2C(=O)c3ccccc3C2=O)C(=O)c2cccc([N+](=O)[O-])c2)cc1
  i, i, i, i, i, i, i, 9, i, i, i
CCOC(=O)CC1C(=O)NCCN1S(=O)(=O)c1ccc(NC(C)=O)cc1 (stereo unspecified)
  i, i, i, i, i, i, -6.5*, -4, i, i, i
O=C(Nc1ccc(F)cc1)c1ccccc1Oc1ccc(C(F)(F)F)cc1[N+](=O)[O-]
  i, i, i, -5.3*, i, i, i, -3, i, i, i
COc1ccc(N(Cc2cc3cc(C)ccc3[nH]c2=O)C(C)=O)cc1
  i, i, i, i, i, i, i, -1, i, i, i
CCc1ccc(N2C(=O)CN(CC(=O)OC)C2=S)cc1
  i, i, i, i, i, i, i, -1, i, i, i
CCCCCCC1CCC(C(=O)Nn2c(C)nc3ccccc3c2=O)CC1 (stereo unspecified)
  i, i, i, i, i, i, i, 7, i, i, i
O=C(Nc1ccncc1)c1cc(-c2ccccn2)nc2ccc(Br)cc12
  i, i, i, i, i, i, i, -7, i, i, i
O=C(Cc1n[nH]c(=O)c2ccccc12)Nc1cc(Cl)ccc1-n1cncn1
  i, i, i, i, i, i, i, 10, i, i, i
CCOCC(=O)Nc1ccc(C(=O)Nc2ccccc2Cl)cc1
  /, i, i, i, i, i, i, -3, i, i, i
Cc1csc(=N)n1CC(=O)N1CCc2ccccc21
  i, i, i, i, i, i, i, 0, i, i, i
COc1cc(OC)c(-c2nc3ccccc3s2)cc1OC
  i, i, i, i, i, i, i, -3, i, i, i
Cc1ccc(N/C=C/C(=O)c2cccs2)cc1
  i, i, i, i, i, i, i, -1, i, i, i
Cc1ccc(S(=O)(=O)N2CCN(C(=O)COc3ccc(-c4nnco4)cc3)CC2)cc1
  i, i, i, i, i, i, i, 6, i, i, i
CCCOc1ccccc1-c1nc2c([nH]1)c(=O)[nH]c(=O)n2C
  i, i, i, i, i, i, i, 3, i, i, i
Cn1c(C(=O)N2CCCC(C(=O)NCCCc3ccccc3)C2)cc2sccc21 (stereo unspecified)
  i, i, i, i, i, i, i, -3, i, i, i
CCOc1ccc(-n2c(COc3ccccc3)nnc2SCC(N)=O)cc1
  i, i, i, i, i, i, i, -5, i, i, i
CC(C)NC(=O)CCNS(=O)(=O)c1ccc(Br)cc1
  i, i, i, i, i, i, i, 2, i, i, i
Cc1cc(OCCN2CCC(Cc3ccccc3)CC2)ccc1[N+](=O)[O-]
  i, i, i, -8.2*, i, i, i, 0, i, i, i
CN1CCCN(C(=O)c2ccccc2Cl)CC1
  i, i, i, i, i, i, i, 2, i, i, i
Cc1cc(C(=O)OCC(=O)N2CC(=O)Nc3ccccc32)no1
  i, i, i, i, i, i, i, -8, i, i, i
COc1ccc(CNC(=O)CSc2nnc(C(F)(F)F)n2C)cc1
  i, i, i, i, i, i, i, 14, i, i, i
COc1ccc(CO/N=C/c2c(C)[nH]c(=O)[nH]c2=O)cc1
  i, i, i, i, i, i, i, 0, i, i, i
COc1ccc(S(=O)(=O)n2nc(OCc3cccs3)cc2N)cc1
  i, i, i, i, i, i, i, 7, i, i, i
CN(C)S(=O)(=O)c1cccc(NC(=O)COc2nc3ccccc3nc2N2CCOCC2)c1
  i, i, i, i, i, i, i, 3, i, i, i
CCCn1c2c(c(O)c(C(=O)Nc3ncccc3C)c1=O)CCCC2
  i, i, i, i, i, i, i, -1, i, i, i
Cc1onc(-c2ccccc2)c1C(=O)n1cc(Br)cn1
  i, i, i, i, i, i, i, 6, i, i, i

# (listing goes on)
# Under each structure – ANO1 activ, TMEM16A inh, TRPC4 PAM, TRPC6 inhibitor, TRPC6 act, TRPC4 block, MrgX1 antag, SKKanGAS inh, TRPC4 act, MrgX1 allo act, MrgX1 ag
CC(C)C(=O)c1cn(CC(=O)N2CCCc3ccccc32)c2ccccc12
  i, i, i, i, i, i, i, 4, i, i, i
Cn1c(=O)n(C)c2cc(N3CCCC3)c(NC(=O)c3cccc(F)c3)cc21
  i, i, i, i, i, i, i, 0, i, i, i
N/C(=N\OS(=O)(=O)c1ccccc1)c1cccnc1
  i, i, /, /, /, /, i, /, /, i, i
COc1cc(NS(=O)(=O)c2ccc(NC(=S)NC(=O)/C=C/c3ccc(OC)c(OC)c3)cc2)ncn1
  i, i, i, i, i, i, i, 4, i, i, i
COc1ccc(NC(=O)COc2ccc(/C=N/n3c(C)nnc3C)cc2OC)cc1
  i, i, i, i, i, i, i, 1, i, i, i
Cc1ccc(S[C@@H](CCN2CC[C@H](NC(=O)OCc3ccccc3)CCC2=O)c2ccccc2)cc1
  i, i, i, i, i, i, i, 23, i, i, i
O=C(CSc1nnc(NC(=O)C2CC2)s1)Nc1ccccc1Cl
  i, i, i, i, i, i, i, 0, i, i, i
OC(COc1ccc2cc(Br)ccc2c1)CN1CCCC1 (stereo unspecified)
  i, i, i, i, i, i, i, -4, i, i, i
CCCCc1c(O)nc(SCC(=O)O)[nH]c1=O
  i, i, i, i, i, i, i, 4, i, i, i
CCOC(=O)c1cn(CC)c2cc(N3CCOCC3)c(F)cc2c1=O
  i, i, i, i, i, i, i, 2, i, i, i
O=c1c2ccccc2[nH]c(=S)n1CC1CCCO1 (stereo unspecified)
  i, i, i, i, i, i, i, -3, i, i, i
O=C(Cn1nnc2c(cnn2-c2ccccc2)c1=O)N1CCN(c2ccccc2F)CC1
  i, i, i, i, i, i, i, 0, i, i, i
CC1CCCCN1CCCNC(=O)C1CCN(c2nc3ccccc3o2)CC1 (stereo unspecified)
  i, i, i, i, i, i, i, -6, i, i, i
CCOC(=O)c1ccccc1NC(=O)COc1ccccc1
  i, i, i, i, i, i, i, -1, i, i, i
O=C(O)[C@H](CO)Nc1ncnc2sc3c(c12)CCC3
  i, i, i, i, i, i, i, -1, i, i, i
COCCNc1nc(C)cc(-c2cc(C(=O)NC3CCCC3)on2)n1
  i, i, i, i, i, /, i, -5, i, i, i
c1ccc2c(c1)OCC(c1csc3ncnc(N4CCCCC4)c13)O2 (stereo unspecified)
  i, i, i, i, i, i, i, 11, i, i, i
O=C(NC1CCc2ccccc21)C1CCN(S(=O)(=O)c2ccc(Cl)cc2)CC1 (stereo unspecified)
  i, i, i, i, i, i, i, 14, i, i, i
COc1cccc(-c2nc(CS(=O)(=O)CC(=O)Nc3cccc(C)c3C)c(C)o2)c1
  i, i, i, i, i, i, i, -6, i, i, i

# Source: PubChem BioAssay
